Screens as filed in PubChem.
IDE exosite FP – insulin-degrading enzyme (human) exo-site inhibition. P14735. AID 1259349. actives 6.3% (n = 17,000). purified IDE, FL-6b probe fluorescence polarization; hits give low values. z-score at 20 µM;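 active means z-score of -3 or lower, meaning strong loss of probe binding signal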;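 further: His-tagged human IDE residues 42-1019 made in E. coli with 30 nM FL-6b probe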
Target sequence (P14735 42-1019 limits assumed): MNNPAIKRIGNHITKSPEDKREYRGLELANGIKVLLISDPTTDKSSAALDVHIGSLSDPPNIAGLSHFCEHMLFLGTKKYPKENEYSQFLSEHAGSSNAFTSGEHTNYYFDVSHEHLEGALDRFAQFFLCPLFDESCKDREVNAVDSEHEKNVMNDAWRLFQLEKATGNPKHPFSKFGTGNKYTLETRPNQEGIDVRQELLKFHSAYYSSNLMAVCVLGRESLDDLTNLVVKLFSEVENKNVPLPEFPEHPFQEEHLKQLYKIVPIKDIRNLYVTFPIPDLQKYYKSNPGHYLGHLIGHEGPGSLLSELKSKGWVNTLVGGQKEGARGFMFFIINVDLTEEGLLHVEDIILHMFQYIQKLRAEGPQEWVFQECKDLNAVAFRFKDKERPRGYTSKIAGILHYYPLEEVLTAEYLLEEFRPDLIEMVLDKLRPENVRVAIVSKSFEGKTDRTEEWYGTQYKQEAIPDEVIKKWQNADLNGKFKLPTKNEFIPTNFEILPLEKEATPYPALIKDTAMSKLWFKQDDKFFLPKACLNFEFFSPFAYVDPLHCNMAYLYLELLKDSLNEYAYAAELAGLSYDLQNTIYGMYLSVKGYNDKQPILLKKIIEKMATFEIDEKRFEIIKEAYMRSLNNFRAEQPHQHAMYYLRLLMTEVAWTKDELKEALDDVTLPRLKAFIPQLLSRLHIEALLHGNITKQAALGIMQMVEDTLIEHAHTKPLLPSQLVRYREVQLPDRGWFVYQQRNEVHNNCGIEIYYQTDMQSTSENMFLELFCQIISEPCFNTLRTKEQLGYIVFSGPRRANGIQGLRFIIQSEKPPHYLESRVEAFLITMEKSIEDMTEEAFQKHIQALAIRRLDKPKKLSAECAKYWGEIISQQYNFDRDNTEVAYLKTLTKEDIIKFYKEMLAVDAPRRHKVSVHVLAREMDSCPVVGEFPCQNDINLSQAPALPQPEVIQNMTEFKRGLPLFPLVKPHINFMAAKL
Active calls of the source: *; & = joins results of further samples. A portion of the library; count on the stated rates, not on these rows.

SMILES	IDE exosite FP
COc1cccc(-c2ccc([C@@H]3[C@@H](C#N)N(C(=O)c4ccccn4)[C@@H]3CO)cc2)c1	-5*
O=C(C1CCOCC1)N1[C@H](CO)[C@@H](c2ccccc2)C12CN(CCC(F)(F)F)C2	1.2
C[C@@H]1CN([C@H](C)CO)C(=O)c2c(c3ccccc3n2C)-c2ccccc2CO[C@H]1CN(C)C(=O)NC1CCCCC1	0.46
O=C(Nc1cc(F)ccc1F)N1CCCCN2[C@H](CO)[C@@H](c3ccc(-c4cccnc4)cc3)[C@@H]2C1	-0.0018
COc1ccc(-c2ccc([C@@H]3[C@H](CO)N4CCCCN(C(=O)c5ccc6c(c5)OCO6)C[C@@H]34)cc2)cc1	3.6
Cc1ccc(-c2ccc([C@@H]3[C@@H](CO)N4CCCCN(C(=O)c5ccc(F)cc5)C[C@@H]34)cc2)cc1	1.8
C[C@@H](NC(=O)[C@@H]1[C@@H](CO)[C@@H]2Cn3c(ccc(-c4ccccc4F)c3=O)[C@H]1N2)c1ccccc1	0.73
O=C(O)C[C@@H]1C=C[C@@H](NC(=O)Nc2cc(F)ccc2F)[C@H](CO)O1	-0.22
CS(=O)(=O)Nc1ccc2c(c1)[C@H]1C[C@@H](CC(=O)NCc3cc(F)ccc3F)O[C@H](CO)[C@H]1O2	-0.57
CCC(=O)N1CC2(CCN(Cc3ccccc3Cl)CC2)c2c([nH]c3cc(OC)ccc23)[C@H]1CO	0.61
C[C@H](O)C#Cc1ccc([C@H]2[C@H](CO)N3CCCCN(C(=O)Nc4ccccc4)C[C@@H]23)cc1	5.2
CN(C)C(=O)c1ccc(-c2ccc([C@H]3[C@@H](CO)N4CCCCN(Cc5cccnc5)C[C@H]34)cc2)cc1	0.1
CC(=O)N1[C@@H]2Cn3c(ccc(-c4cccnc4)c3=O)[C@H]1[C@@H](C(=O)NC1Cc3ccccc3C1)[C@@H]2CO	-0.31
Cc1ccccc1S(=O)(=O)N1CC(=O)N2[C@H](CO)[C@@H](c3ccc(C#CCC(C)C)cc3)[C@H]2C1	1.2
COCC#Cc1ccc([C@H]2[C@@H](C#N)N(C(=O)Cc3ccccc3)[C@@H]2CO)cc1	0.12
CN1C(=O)c2cc(NC(=O)Nc3ccccc3Cl)ccc2OC[C@@H]2O[C@H](CC(=O)O)CC[C@H]21	-0.65
C[C@@H]1C(=O)N[C@@H](c2ccccc2)CC=CC[C@H](C)Oc2ccccc2C(=O)N1C (mixture of isomers)	-0.97
CC(C)NC(=O)N(C)C[C@H]1Oc2ccc(NC(=O)Cc3ccccc3)cc2CC(=O)N([C@@H](C)CO)C[C@@H]1C	1.6
CC(C)NC(=O)Nc1cccc2c1O[C@H](CN(C)C(=O)Nc1ccccc1)[C@H](C)CN([C@@H](C)CO)C2=O	0.75
CC(C)C#Cc1ccc([C@@H]2[C@H](CO)N3C(=O)CN(C(=O)NC4CCCC4)C[C@@H]23)cc1	-1.4
C/C=C/c1ccc([C@H]2[C@H](CO)N3C(=O)CN(C(=O)c4cnccn4)C[C@@H]23)cc1	3.7
N#C[C@@H]1[C@@H](c2ccc(C#CC3CC3)cc2)[C@@H](CO)N1C(=O)Cc1ccccn1	2
CN1C(=O)c2cc(NC(=O)Cc3cccs3)ccc2OC[C@H]2O[C@H](CC(=O)NCC3CCCCC3)CC[C@H]21	-2.5
CC(=O)N1[C@H](CO)[C@H](c2ccc(-c3cccnc3)cc2)[C@@H]1CNC(=O)C1CCC1	1
CC(C)NC(=O)N1[C@@H](C#N)[C@H](c2ccc(-c3ccc(F)cc3)cc2)[C@@H]1CO	4.6
CCS(=O)(=O)N1CC(=O)N2[C@H](CO)[C@@H](c3ccc(C#CCC(C)C)cc3)[C@H]2C1	1.8
COCCN(C[C@@H]1[C@@H](c2ccccc2)[C@H](CO)N1C(C)=O)C(=O)c1ccccc1	3.2
CN1C(=O)c2cc(NC(=O)Cc3cccs3)ccc2OC[C@@H]2O[C@@H](CC(=O)NCCCN3CCOCC3)CC[C@@H]21	-0.62
C/C=C/c1ccc([C@@H]2[C@@H](CNC(C)=O)N(Cc3ccccn3)[C@H]2CO)cc1	2.1
O=C(CN1CCOCC1)N1CC(=O)N2[C@H](C1)[C@H](c1ccc(-c3cccc(F)c3)cc1)[C@@H]2CO	-1.5
COc1ccc2c3c(n(C)c2c1)[C@H](CO)N(CC1CC1)CC31CCN(C(=O)NC2CCCC2)CC1	-1.2
COCC#Cc1ccc([C@H]2[C@H]3CN(S(=O)(=O)c4ccc(OC)cc4)CCCCN3[C@H]2CO)cc1	0.44
CC(C)(O)C#Cc1ccc([C@@H]2[C@H](CO)N3CCCCN(C(=O)c4cccc(F)c4)C[C@@H]23)cc1	2.6
COCC(=O)N1[C@H](C#N)[C@H](c2ccc(C#Cc3ccccc3F)cc2)[C@@H]1CO	-2.5
CO[C@H]1CC[C@H]2CCOc3ccc(C#N)cc3C(=O)N(C)C[C@@H](c3ccccc3)CC(=O)N(C)C[C@@H]1O2	0.24
COc1cccc(-c2ccc([C@H]3[C@@H](CO)N4C(=O)CN(C(=O)c5cccnc5)C[C@@H]34)cc2)c1	-1.8
CO[C@@H]1CN(C)C(=O)c2ccc(NC(=O)c3cc(C)on3)cc2OC[C@@H](C)NC[C@H]1C	-0.48
CC(C)C#Cc1ccc([C@@H]2[C@H](C#N)N(C(=O)CN(C)C)[C@H]2CO)cc1	1.7
CCC(=O)Nc1ccc2c(c1)C(=O)N(C)C[C@H](OC)[C@@H](C)CN(C(=O)Cc1cccnc1)[C@@H](C)CO2	2.7
O=C(C[C@@H]1CC[C@H]2[C@@H](COC[C@H](O)CN2CCc2ccccc2)O1)NCCCN1CCOCC1	1.1
CN(C)C(=O)c1ccc(-c2ccc([C@@H]3[C@@H](CO)N(C(=O)C4CC4)[C@H]3C#N)cc2)cc1	-0.83
N#C[C@@H]1[C@@H](c2ccccc2C2=CCCC2)[C@@H](CO)N1C(=O)NC1CCCCC1	-0.05
COc1ccc(NC(=O)N2CCCCN3[C@H](CO)[C@H](c4ccc(C#CCC(C)C)cc4)[C@H]3C2)cc1	0.28
CN(C[C@@H]1[C@H](c2ccccc2)[C@H](CO)N1C(=O)C1CC1)C(=O)c1ccccn1	0.87
O=C(Nc1ccccc1F)N1CCCCN2[C@H](CO)[C@@H](c3ccc(C#Cc4cccnc4)cc3)[C@@H]2C1	-1.8
O=C(Nc1ccc(F)cc1)N1C[C@@H]2N[C@H](C1)C2c1ccc(-c2cccnc2)cc1 (some centres undefined)	2.3&1.4
O=C(c1ccc(F)cc1)N1CC(=O)N2[C@H](CO)[C@@H](c3ccc(C4=CCCC4)cc3)[C@@H]2C1	5.5
CC(C)C#Cc1ccc([C@@H]2[C@H](C#N)N(C(=O)c3cccc(F)c3)[C@H]2CO)cc1	-0.35
CC(=O)N1CC[C@@H]2[C@H]1c1cc(-c3ccccc3)ccc1N[C@@H]2CO	1.8
CN(C)C(=O)c1ccc(-c2ccc([C@H]3[C@H](CO)N4C(=O)CN(C(=O)C5CCCC5)C[C@@H]34)cc2)cc1	0.7
CS(=O)(=O)N1CC(=O)N2[C@H](CO)[C@@H](c3ccc(Br)cc3)[C@H]2C1	-1.1
O=C(C[C@@H]1CC[C@@H](NS(=O)(=O)c2ccc(F)cc2)[C@H](CO)O1)N1CCN(c2ccccc2)CC1	4.5
Cc1ccc(-c2ccc([C@@H]3[C@@H]4CN(Cc5ccccc5F)C[C@H]3N4)cc2)cc1	0.62
CC(C)CC#Cc1ccc([C@@H]2[C@@H](CO)N3C(=O)CN(C(=O)c4ccc5c(c4)OCO5)C[C@@H]23)cc1	2.2
CO[C@@H]1CN(C)C(=O)c2ccc(NS(=O)(=O)CC(F)(F)F)cc2OC[C@@H](C)N(Cc2nccs2)C[C@@H]1C	-0.17
O=C(CN1CCOCC1)N1CCCCN2[C@H](CO)[C@H](c3ccc(Br)cc3)[C@@H]2C1	-0.21
C[C@@H]1CCCCO[C@@H](CN(C)C(=O)CCC(F)(F)F)[C@H](C)CN([C@H](C)CO)C(=O)c2cc(NC(=O)C3CCCCC3)ccc2O1	-0.27
CC(C)NC(=O)Nc1ccc2c(c1)C(=O)N(C)[C@@H]1CC[C@H](CC(=O)NCc3ccc(F)cc3)O[C@@H]1CO2	-1.3
O=C(C1CC1)N1CC(=O)N2[C@H](C1)[C@@H](c1ccc(-c3ccccc3F)cc1)[C@@H]2CO	-8.1*
CN1C(=O)c2cc(NS(=O)(=O)c3ccccc3F)ccc2OC[C@@H]2O[C@@H](CC(=O)NC3Cc4ccccc4C3)CC[C@H]21	-1.1

The list goes on.
SMILES	IDE exosite FP
Cc1ccccc1-c1ccc2c(c1)O[C@H](CN(C)C(=O)Nc1ccc(C(F)(F)F)cc1)[C@H](C)CN([C@H](C)CO)S2(=O)=O	0.77
CN(C)CC#Cc1ccc([C@H]2[C@H](CO)N3CCCCN(CC4CC4)C[C@@H]23)cc1	3
CO[C@@H](CN(C)C(=O)c1cc(Cl)cc(Cl)c1)[C@@H](C)CN(C(=O)Nc1ccc(F)cc1)[C@H](C)CO	1.4
O=S(=O)(c1ccccc1F)N1CCCCN2[C@H](CO)[C@H](c3ccc(-c4cncnc4)cc3)[C@H]2C1	5.1
O=C(C[C@H]1CC[C@H]2[C@@H](COC[C@@H](O)CN2S(=O)(=O)c2ccccc2F)O1)N1CCC(Cc2ccccc2)CC1	-1.8
COc1ccc(-c2ccc([C@@H]3[C@@H](CO)N(C(=O)C4CCC4)[C@H]3C#N)cc2)cc1	3.1
N#C[C@H]1[C@H](c2ccccc2-c2ccc(F)cc2)[C@H](CO)N1c1ncc(-c2ccccc2)s1	0.63
CN1C(=O)c2cc(NS(C)(=O)=O)ccc2OC[C@@H]2O[C@H](CC(=O)NCc3ccccc3)CC[C@@H]21	-2.5
COc1cccc(S(=O)(=O)N2CCCCN3[C@H](CO)[C@@H](c4ccc(C#CCC(C)C)cc4)[C@@H]3C2)c1	-0.51
CCC(=O)N1CC(=O)N2[C@H](C1)[C@@H](c1ccc(-c3ccccc3F)cc1)[C@@H]2CO	-8*
O=C(Cc1ccccn1)N[C@H]1CC[C@@H](CCNS(=O)(=O)c2cccc(F)c2)O[C@@H]1CO	0.7
C/C=C/c1ccc([C@H]2[C@H](CO)N3C(=O)CN(C(=O)c4ccncc4)C[C@@H]23)cc1	0.78
CCC(=O)N1CC(=O)N2[C@H](C1)[C@H](c1ccc(-c3ccc(C#N)cc3)cc1)[C@@H]2CO	-0.078
O=C(c1cccnc1)N1CC(=O)N2[C@@H](CO)[C@@H](c3ccc(-c4ccccc4F)cc3)[C@@H]2C1	0.48
CN1c2ccc(Br)cc2[C@@H]2[C@@H](CCN2C(=O)C2CCC2)[C@H]1CO	1.8
COCC(=O)N1CCCCN2[C@H](C1)[C@H](c1ccc(-c3ccc(C)cc3)cc1)[C@@H]2CO	1.1
O=C(NCC[C@@H]1CC[C@H](NS(=O)(=O)Cc2ccccc2)[C@@H](CO)O1)C1CCCCC1	1.2
COc1cccc(NC(=O)N2CC(=O)N3[C@H](C2)[C@H](c2ccc(Br)cc2)[C@@H]3CO)c1	2.2
Cc1cccc(-c2ccc([C@H]3[C@H]4CN(S(=O)(=O)c5cccc(C)c5)CCCCN4[C@H]3CO)cc2)c1	1.3
O=C1N[C@@H](c2ccccc2)COCc2cnnn2CC[C@@H]1Cc1ccc(C(F)(F)F)cc1	-0.3
N#C[C@H]1[C@@H](c2ccc(-c3cccc(F)c3)cc2)[C@@H](CO)N1C(=O)NC1CCCC1	-2.6
O=C(Nc1ccccc1F)N1CC(=O)N2[C@H](CO)[C@@H](c3ccc(-c4ccc(F)cc4)cc3)[C@@H]2C1	1.1
CCN(C[C@H]1N[C@H](CO)[C@@H]1c1ccc(-c2cccc(C#N)c2)cc1)C(C)=O	4.3
COc1ccc(S(=O)(=O)Nc2ccc3c(c2)C(=O)N([C@@H](C)CO)C[C@H](C)[C@@H](CN(C)Cc2ccc(C(F)(F)F)cc2)OCCCC[C@H](C)O3)cc1	-0.52
CN(C)C(=O)C[C@@H]1CC[C@@H]2[C@H](COC[C@@H](O)CN2C(=O)C2CCOCC2)O1	-0.57
COCC(=O)N1CC2(C1)[C@H](c1ccc(-c3cccc(F)c3)cc1)[C@H](CO)N2C(=O)C1CC1	-1.4
Cc1ccccc1S(=O)(=O)N1CCCCN2[C@H](C1)[C@@H](c1ccc(-c3cccc(F)c3)cc1)[C@@H]2CO	3.5
CCS(=O)(=O)Nc1ccc2c(c1)C(=O)N(C)[C@H]1CC[C@H](CC(=O)NCCCN3CCOCC3)O[C@H]1CO2	-0.21
C[C@@H]1CN([C@@H](C)CO)C(=O)c2cc(NS(C)(=O)=O)ccc2O[C@@H](C)CCCCO[C@H]1CN(C)C(=O)Cc1ccccc1	1.1

A different layout for part of the listing above:
compound | IDE exosite FP
COc1cccc(NC(=O)N2CC(=O)N3[C@H](C2)[C@H](c2ccc(Br)cc2)[C@@H]3CO)c1 | 2.2
Cc1cccc(-c2ccc([C@H]3[C@H]4CN(S(=O)(=O)c5cccc(C)c5)CCCCN4[C@H]3CO)cc2)c1 | 1.3
O=C1N[C@@H](c2ccccc2)COCc2cnnn2CC[C@@H]1Cc1ccc(C(F)(F)F)cc1 | -0.3
N#C[C@H]1[C@@H](c2ccc(-c3cccc(F)c3)cc2)[C@@H](CO)N1C(=O)NC1CCCC1 | -2.6
O=C(Nc1ccccc1F)N1CC(=O)N2[C@H](CO)[C@@H](c3ccc(-c4ccc(F)cc4)cc3)[C@@H]2C1 | 1.1
CCN(C[C@H]1N[C@H](CO)[C@@H]1c1ccc(-c2cccc(C#N)c2)cc1)C(C)=O | 4.3
COc1ccc(S(=O)(=O)Nc2ccc3c(c2)C(=O)N([C@@H](C)CO)C[C@H](C)[C@@H](CN(C)Cc2ccc(C(F)(F)F)cc2)OCCCC[C@H](C)O3)cc1 | -0.52
CN(C)C(=O)C[C@@H]1CC[C@@H]2[C@H](COC[C@@H](O)CN2C(=O)C2CCOCC2)O1 | -0.57
COCC(=O)N1CC2(C1)[C@H](c1ccc(-c3cccc(F)c3)cc1)[C@H](CO)N2C(=O)C1CC1 | -1.4
Cc1ccccc1S(=O)(=O)N1CCCCN2[C@H](C1)[C@@H](c1ccc(-c3cccc(F)c3)cc1)[C@@H]2CO | 3.5
CCS(=O)(=O)Nc1ccc2c(c1)C(=O)N(C)[C@H]1CC[C@H](CC(=O)NCCCN3CCOCC3)O[C@H]1CO2 | -0.21
C[C@@H]1CN([C@@H](C)CO)C(=O)c2cc(NS(C)(=O)=O)ccc2O[C@@H](C)CCCCO[C@H]1CN(C)C(=O)Cc1ccccc1 | 1.1
